Assay outcomes: PubChem, several laboratories
RPL19A TOR yeast – modulators of TOR pathway RPL19A-GFP in S. cerevisiae; S. cerevisiae RPL19A-GFP strain, flow cytometry, 3 h; active compounds read low; percent response vs DMSO, % at 10 µM; 330,000 compounds, 0.3% hits;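 active = percent response vs DMSO below 50%; inconclusive = fewer than 70 events counted for the yeast strain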;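 also: median channel GFP fluorescence of the barcoded RPL19A-GFP strain; ratio of sample median GFP to plate DMSO average so 100% = DMSO; lower means less RPL19A-GFP as with rapamycin TOR inhibition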
MEP2-GFP yeast – yeast TOR pathway MEP2-GFP modulation; GFP response vs DMSO, % at 10 µM; S. cerevisiae MEP2-GFP strain, flow cytometry GFP, 3 h; 100% = DMSO control level; AID 2016; 330,000 compounds, 0.51% hits;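 active = GFP response versus DMSO above a set limit, roughly screen mean plus 3 SD, cut at about 180% in these data; inconclusive = fewer than 70 cells counted for a yeast strain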;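 also: median GFP fluorescence of the barcode-gated MEP2-GFP cells per well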
proCasp7 act – counter-screen for procaspase-3 activators: activators of human procaspase-7; recombinant procaspase-7, Ac-DEVD-pNA absorbance 405 nm; D23A/D198A/D206A triple mutant, cannot self-cleave; scale: DMSO 0, 5 µM enzyme 100; activation, % at 8.5 µM; 330,000 compounds, 0.093% hits;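 active = percent activation above the screen-wide mean plus 3 SD, cut at about 25% in these data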
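Assay system – Uncleavable procaspase-7 mutant enzyme · Quantity – 2 µM procaspase-7 mutant as dispensed · Times – 1 h preincubation, 2 h reaction · Dosing – single nominal 8.5 µM compound dose, 0.8% DMSO final · Buffer or medium – Zinc-free 50 mM HEPES buffer, pH 7.4, with NaCl and Triton X-100 · Detection – Epi-absorbance of released pNA at 405 nm, two timepoints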
proCasp3 act – activators of human procaspase-3 | P42574 | recombinant procaspase-3 D3A, Ac-DEVD-pNA absorbance 405 nm | activation, % at 8.5 µM | 330,000 compounds, 0.11% hits | AID 463141;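 active = activation above the mean of all tested compounds plus 3 SD, cut at about 21% in these data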;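 also: 0% = DMSO alone and 100% = DMSO wells spiked with extra 5 µM PC-3 D3A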
Target sequence (P42574 whole entry D9A/D28A/D175A): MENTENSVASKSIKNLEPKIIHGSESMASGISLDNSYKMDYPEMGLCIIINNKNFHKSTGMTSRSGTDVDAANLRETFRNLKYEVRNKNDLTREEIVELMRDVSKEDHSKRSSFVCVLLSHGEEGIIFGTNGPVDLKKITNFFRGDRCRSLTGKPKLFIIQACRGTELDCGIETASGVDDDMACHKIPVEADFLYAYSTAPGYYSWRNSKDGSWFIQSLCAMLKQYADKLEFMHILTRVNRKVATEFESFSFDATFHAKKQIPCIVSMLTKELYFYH
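material = Procaspase-3 D3A mutant | probe or stimulus = Ac-DEVD-pNA | compound = single dose, 8.5 µM nominal compound, 0.8% DMSO | timing = 1 h preincubation, 2 h reaction | measured by = 405 nm absorbance of p-nitroaniline, reads at 0 and 120 min | benchmarks = DMSO-only low control, 5 µM PC-3 D3A high control | repeats = singlicate, each compound tested once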
GASC-1 inh – inhibitors of human GASC-1 (JMJD2C) demethylase; AID 2099; GST-JMJD2C(1-420) H3K9me3 demethylation, DELFIA europium; 330,000 compounds, 0.069% hits; inhibition, % at 2.35 µM; Q9H3R0;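 active = more than half of a compound's replicate wells show inhibition beyond 50%, single wells judged on their own value; inconclusive = some, but no more than half, of replicates pass 50% inhibition; inactive = no replicate passes 50% inhibition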;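 also: signal counts dimethyl H3K9 product captured on neutravidin plate; 0% = median of DMSO wells and 100% = 0.3 times that DMSO median; strong numbers were not always called active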
LAP4 TOR yeast – yeast TOR pathway LAP4-GFP modulation; S. cerevisiae LAP4-GFP multiplex, flow cytometry GFP, 3 h; median GFP as percent of DMSO wells; GFP response vs DMSO, % at 10 µM; 320,000 compounds, 0.34% hits;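 active = GFP response vs DMSO above a set limit, about the screen mean plus 3 SD, cut at about 150% in these data; inconclusive = under 70 cell events counted for the yeast strain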
Yeast superoxide – caloric restriction mimetics inhibiting age-related superoxide in yeast. S. cerevisiae aged cells, superoxide DHE fluorescence; active compounds read low. superoxide response (% of plate mean), % at 10 µM. 330,000 compounds, 0.18% hits. AID 2690;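 active = superoxide response under a set limit, about three screen SD below normal, cut at about 65% in these data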;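 also: yeast aged for seven days with compound at 30 °C before DHE staining; 100% = average MFI of all compound-treated wells on the plate with controls excluded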
AHR activator – activates the human aryl hydrocarbon receptor; P35869; AHR-responsive luciferase reporter cells, luminescence; 320,000 compounds, 2.5% hits; activation, % at 5 µM; in the data active = activation above about 47%;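 also: 0% = vehicle wells and 100% = reference agonist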
Target sequence (P35869 whole entry, looked up): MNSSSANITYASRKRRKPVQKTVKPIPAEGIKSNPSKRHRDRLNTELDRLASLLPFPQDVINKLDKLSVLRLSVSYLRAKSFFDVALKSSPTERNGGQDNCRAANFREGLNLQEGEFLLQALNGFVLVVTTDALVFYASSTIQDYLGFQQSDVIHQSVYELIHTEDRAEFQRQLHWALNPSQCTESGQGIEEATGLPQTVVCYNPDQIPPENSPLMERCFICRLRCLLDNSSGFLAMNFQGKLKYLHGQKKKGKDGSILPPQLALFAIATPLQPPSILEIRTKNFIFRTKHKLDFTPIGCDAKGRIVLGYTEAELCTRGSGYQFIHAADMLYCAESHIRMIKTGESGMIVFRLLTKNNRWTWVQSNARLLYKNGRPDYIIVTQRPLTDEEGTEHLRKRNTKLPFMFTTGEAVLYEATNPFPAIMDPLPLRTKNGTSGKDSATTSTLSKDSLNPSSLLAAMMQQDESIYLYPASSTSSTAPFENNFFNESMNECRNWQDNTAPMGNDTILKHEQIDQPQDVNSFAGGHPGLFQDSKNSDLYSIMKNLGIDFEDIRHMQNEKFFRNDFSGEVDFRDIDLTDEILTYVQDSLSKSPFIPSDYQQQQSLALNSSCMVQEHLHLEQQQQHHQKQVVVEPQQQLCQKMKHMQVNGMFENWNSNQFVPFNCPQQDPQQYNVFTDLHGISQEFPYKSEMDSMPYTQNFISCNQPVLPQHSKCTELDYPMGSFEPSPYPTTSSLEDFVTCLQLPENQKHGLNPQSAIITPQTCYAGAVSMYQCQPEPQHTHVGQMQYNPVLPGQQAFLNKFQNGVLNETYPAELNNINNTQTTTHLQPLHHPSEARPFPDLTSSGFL
* marks the source's active call; other numbers are inactive results; ? = inconclusive; · = not tested or not shown.

Start of the data: the first 2 records as a preview:
SMILES | RPL19A TOR yeast | MEP2-GFP yeast | proCasp7 act | proCasp3 act | GASC-1 inh | LAP4 TOR yeast | Yeast superoxide | AHR activator
COC(=O)c1ccc(NC(=O)C2CCCN2S(=O)(=O)c2ccc(F)cc2)cc1 (stereo not drawn) | 102 | 96 | 2 | 1 | 5 | 101 | 97 | 2
CCCCOc1ccc(C(=O)OCC(=O)N2CCOCC2)cc1 | 97 | 107 | -6 | 10 | 16 | 89 | 99 | -3

The whole of this part, from the start:
SMILES | RPL19A TOR yeast | MEP2-GFP yeast | proCasp7 act | proCasp3 act | GASC-1 inh | LAP4 TOR yeast | Yeast superoxide | AHR activator
COC(=O)c1ccc(NC(=O)C2CCCN2S(=O)(=O)c2ccc(F)cc2)cc1 (stereo not drawn) | 102 | 96 | 2 | 1 | 5 | 101 | 97 | 2
CCCCOc1ccc(C(=O)OCC(=O)N2CCOCC2)cc1 | 97 | 107 | -6 | 10 | 16 | 89 | 99 | -3
N#Cc1c(NC(=O)CCC(=O)O)sc2c1CCCC2 | 101 | 112 | 8 | -3 | 10 | 106 | 97 | 0
Cc1cc(C)cc(OCC(=O)Nc2ccc(F)cc2)c1 | 96 | 106 | 3 | 6 | 5 | 95 | 94 | -1
O=C(CNS(=O)(=O)c1ccc(Br)cc1Cl)OCC(=O)N1CCCC1=O | 92 | 98 | -1 | -2 | 9 | 97 | 102 | 1
CC(=O)Nc1ccc(S(=O)(=O)N2CCN(Cc3ccccn3)CC2)cc1 | 115 | 92 | -6 | -2 | 1 | 78 | 117 | 3
CNC(=O)CSc1nnnn1CCCOC | 98 | 93 | -2 | -1 | -8 | 88 | 102 | 1
O=C(O)CCCC(=O)N1CCN(C(c2ccccc2)c2ccccc2)CC1 | 107 | 104 | -7 | 2 | 1 | 95 | 90 | 0
Cc1ccc(C(CC(=O)O)NC(=O)CN2C(=O)c3ccccc3C2=O)cc1 (stereo not drawn) | 106 | 105 | 7 | 5 | -3 | 96 | 99 | 0
CCCCc1nccn1CCn1ccnc1CCCC | 99 | 92 | 1 | -3 | 13 | 98 | 96 | -1
COc1ccc(CCN(C(=S)Nc2ccccc2)C2CC(=O)N(c3ccccc3)C2=O)cc1 (stereo not drawn) | 93 | 91 | -5 | -2 | -5 | 97 | 98 | 1
COc1ccc(/C=N/NC(=O)CN2CCSCC2)c(OC)c1 | 96 | 98 | -4 | -15 | -2 | 85 | 117 | 8
Cc1ccc2c(c1)N(CCC(=O)NCCCN1CCCC1)C(=O)C(C)O2 (stereo not drawn) | 101 | 106 | -4 | -6 | 23 | 93 | 94 | -2
COc1ccc(-c2onc3ccc(C(=O)/C=C/N(C)C)cc23)cc1 | 89 | 153 | -8 | -4 | 7 | 117 | 93 | 3
COc1cccc(-n2nnnc2SCC(=O)Nc2ccccc2OC)c1 | 98 | 97 | 5 | 3 | 6 | 97 | 107 | 5
CN(CC(=O)Nc1ccccc1C(=O)N1CCCC1)S(=O)(=O)c1ccc(Br)cc1 | 97 | 105 | 8 | 4 | -3 | 100 | 96 | 0
CC1Oc2cc3oc4c(O)c(O)ccc4c(=O)c3c(O)c2C1(C)C (stereo not drawn) | 96 | 109 | -2 | -8 | 0 | 130 | 149 | 8
O=C(CN1CCN(Cc2ccc(F)cc2Cl)C1=O)NCCCN1CCOCC1 | 102 | 92 | -3 | 0 | -13 | 92 | 90 | -1
CCc1ccc(/C=C/C(=O)c2c(C)cc(C)[nH]c2=O)cc1 | 107 | 116 | -1 | -3 | 1 | 111 | 100 | 5
O=[N+]([O-])c1ccc(CN2C=NS(=O)(=O)c3ccccc32)cc1 | 97 | 89 | 1 | 10 | 9 | 106 | 103 | 1
CC1(C)CC(NCCN2CCN(C3=CC(=C(C#N)C#N)CC(C)(C)C3)CC2)=CC(=C(C#N)C#N)C1 | 96 | 96 | 9 | 4 | -1 | 86 | 100 | 3
Cc1ccc(C(=O)Nc2nn(C)c3cccc(F)c23)cc1 | 96 | 98 | 8 | 5 | -13 | 105 | 90 | 28
Cc1nn(-c2ccccc2)c(N2CCCCC2)c1/C=N/NC(=O)c1ccncc1 | 97 | 105 | 4 | -1 | -8 | 91 | 107 | 18
C/C(=N\NC(=S)NCC(C)(C)C)c1cc(F)cc(F)c1O | 101 | 112 | 7 | 3 | 7 | 105 | 100 | 2
CN1CCN(CCCNC(=O)c2ccc(/C=C3\Oc4ccccc4N(Cc4ccccc4F)C3=O)cc2)CC1 | 95 | 108 | 10 | 4 | -12 | 136 | 110 | 0
FC(F)(F)c1cccc(N2Cc3ccccc3C2)c1 | 111 | 123 | 4 | 4 | 21 | 125 | 91 | -1
CSCCC(NC(=O)c1ccccc1)C(=O)NCc1ccc(S(N)(=O)=O)cc1 (stereo not drawn) | 101 | 102 | -1 | -2 | -11 | 91 | 99 | 0
Cc1cccc(C)c1OCCNC(=O)OCc1ccccc1 | 109 | 108 | -4 | 5 | 2 | 95 | 88 | 14
COc1ccc(N2CCN(S(=O)(=O)c3cn(C)cn3)CC2)cc1 | 94 | 97 | 15 | 1 | 3 | 97 | 88 | 1
O=C(O)CCc1ccc(-c2ccccc2)n1-c1cccc(O)c1 | 94 | 98 | -16 | -1 | 0 | 108 | 112 | 3
COc1ccc(-n2c(=O)c3c4c(sc3n3c(=S)[nH]nc23)CCCC4)cc1 | 101 | 104 | 1 | -9 | 5 | 102 | 111 | -1
CCCn1c(N)c(C(=O)CSc2nnc(-c3cccs3)n2C2CC2)c(=O)[nH]c1=O | 98 | 108 | 9 | 5 | · | 103 | 90 | 0
Cn1cc(S(=O)(=O)NCC2CCCO2)c(=O)n(C)c1=O (stereo not drawn) | 99 | 101 | 3 | -4 | -7 | 109 | 87 | 2
O=C(CCC1CCCCC1)NC1CCCCC1 | 119 | 105 | 6 | 7 | 3 | 109 | 84 | 1
CCC(O)CC(C(=O)NNc1ccccc1)C(=O)NNc1ccccc1 (stereo not drawn) | 99 | 99 | -7 | -8 | 17 | 98 | 98 | 6
S=C(NCC1CCCO1)N1CCN(c2nc(-c3ccc(Cl)cc3)cs2)CC1 (stereo not drawn) | ? | ? | 5 | -3 | 3 | ? | 123 | 3
COc1ccccc1CNC(=O)c1nnc(Cc2ccc(Cl)cc2)o1 | 102 | 109 | 4 | -1 | 8 | 102 | 105 | 14
O=C(Nc1ccc(S(=O)(=O)Nc2ncccn2)cc1)C12CC3CC(CC(Cl)(C3)C1)C2 | 105 | 109 | -1 | 3 | 1 | 116 | 92 | -1
Cc1cc([N+](=O)[O-])ccc1NC(=O)c1ccco1 | 106 | 109 | 3 | 0 | 1 | 106 | 92 | 2
CC(C)CC1NC(=O)N(CC(=O)Nc2ccc(-c3ccccc3)cc2)C1=O (stereo not drawn) | 99 | 92 | 1 | 1 | -14 | 94 | 103 | 1
CC(C)(C)NC(=O)CCc1nnc(Cc2c[nH]c3ccccc23)o1 | 100 | 106 | 0 | 4 | -1 | 102 | 113 | 11
CCC(Oc1ccccc1)C(=O)Nc1ccccc1C(=O)N1CCOCC1 (stereo not drawn) | 104 | 98 | -2 | 8 | 18 | 78 | 108 | 4
CCc1csc(CCNC(=O)C2CCC(=O)N(Cc3ccccc3F)C2)n1 (stereo not drawn) | 106 | 105 | 6 | 0 | -2 | 102 | 103 | -6
CC[C@H](C)[C@@H]1NC(=O)c2cc([N+](=O)[O-])cc(F)c2OCC[C@@H](C(N)=O)NC(=O)[C@H](CCCCN)NC1=O | · | · | -3 | -6 | -13 | · | · | 2
COC(=O)C1=C(C(=O)c2ccccc2)C(c2cccs2)n2nnnc2N1 (stereo not drawn) | 100 | 98 | 1 | -8 | -7 | 95 | 98 | 1
CCc1nn(-c2cc(Cl)ccc2OC)c2c1C(=O)CCC2 | 97 | 92 | 1 | 4 | -1 | 102 | 86 | 0
Cc1ccc(NC(=O)c2ccco2)c(NC(=O)c2ccc(Cl)cc2)c1 | 99 | 102 | -6 | -6 | 16 | 97 | 100 | 56*
CC1CCCC(C)N1c1nnc(NC(=O)c2cc(-c3ccc(Br)cc3)on2)s1 (stereo not drawn) | 99 | 105 | -8 | -5 | -8 | 104 | 97 | 1
O=C(c1ccc2ccccc2c1)N1CCN(c2ccc([N+](=O)[O-])c(N3CCOCC3)c2)CC1 | 93 | 98 | 0 | -2 | 6 | 104 | 117 | -1
O=C(COc1ncnc2ccccc12)NCCCN1CCCC1=O | 101 | 108 | -5 | -12 | 1 | 104 | 102 | 1
COc1ccc(C(=O)CSc2nnc(-c3ccc(S(=O)(=O)N4CCOCC4)cc3)o2)cc1 | 98 | 95 | 15 | 4 | -26 | 100 | 97 | -1
CC(=O)N1CCN(S(=O)(=O)c2cccc(C(=O)NNC(=O)COc3ccc(F)cc3)c2)CC1 | 102 | 104 | 3 | 5 | -23 | 110 | 109 | 0
CC(=O)Oc1ccc2nc(-c3ccco3)oc(=O)c2c1 | 96 | 99 | 5 | 8 | 4 | 99 | 100 | 2
Cc1ccnc(NC(=O)c2ccc3c(c2)C(=O)N(CCC(C)C)C3=O)c1 | 100 | 95 | 5 | -3 | 7 | 92 | 69 | 7
COC(=O)c1sc(SC)c(S(=O)(=O)C(C)C)c1N | 100 | 96 | 0 | 9 | 4 | 111 | 104 | 3
O=S1(=O)[C@H]2C[C@@H]3C=C[C@@]2(CN1Cc1ccc(F)cc1)O3 | 95 | 95 | -4 | 9 | 15 | 127 | 91 | 2
COc1nc(OC)nc(N2CCC(C(=O)NC3CCCCCC3)CC2)n1 | 99 | 105 | 0 | 11 | -16 | 105 | 103 | -2
O=C(O)CCCC(=O)Nc1ccc(-n2ccc(C(F)(F)F)n2)cc1 | 101 | 97 | 1 | -1 | -3 | 96 | 99 | 1
Cc1oc2nc(SCC(=O)Nc3ccc(S(N)(=O)=O)cc3)nc(NC(=O)c3ccccc3)c2c1C | 101 | 100 | 1 | 1 | 11 | 93 | 85 | 2
CCc1ccc(CN(C)C(=O)C2CCC(=O)N(Cc3cccc(OC)c3)C2)nc1 (stereo not drawn) | 101 | 108 | 7 | 8 | 14 | 89 | 90 | 1
COCCNC(=S)N/N=C(\C)c1ccc(Cl)s1 | 102 | 96 | -3 | 1 | 3 | 93 | 97 | 18
CCOc1ccccc1-c1nnc(SCC(=O)NC2CC2)n1CC | 98 | 105 | 0 | 6 | 7 | 95 | 108 | 34

At a glance, part of the list above.
SMILES | RPL19A TOR yeast | MEP2-GFP yeast | proCasp7 act | proCasp3 act | GASC-1 inh | LAP4 TOR yeast | Yeast superoxide | AHR activator
COC(=O)c1ccc(NC(=O)C2CCCN2S(=O)(=O)c2ccc(F)cc2)cc1 (stereo not drawn) | 102 | 96 | 2 | 1 | 5 | 101 | 97 | 2
CCCCOc1ccc(C(=O)OCC(=O)N2CCOCC2)cc1 | 97 | 107 | -6 | 10 | 16 | 89 | 99 | -3
N#Cc1c(NC(=O)CCC(=O)O)sc2c1CCCC2 | 101 | 112 | 8 | -3 | 10 | 106 | 97 | 0
